# Screening results deposited in PubChem by National Center for Advancing Translational Sciences (NCATS).
# Pin1 inh: blocks the human prolyl isomerase Pin1 | Q13526 | Pin1 FP peptide displacement, HiFluor488, 10 min | Potency, µM (doses to about 115 µM), without a hit: top-dose activity, negative = inhibition, actives largely listed as inhibitors | 390,000 compounds, 0.009% hits; active = well fitted inhibition curve with a large enough effect in the polarisation, with a control signal flat, not every such curve was filed as active; inconclusive = small, poorly fitted or top-dose-only effect, or effect the other way, or a change in a side signal; inactive = no such curve, though single readings can be large or run the other way; the % refers to the polarisation; note: potency is the fitted concentration of half-maximal effect; % is set by controls: 0 for no effect and ±100 for the full control effect
# Target sequence (Q13526 whole entry, looked up): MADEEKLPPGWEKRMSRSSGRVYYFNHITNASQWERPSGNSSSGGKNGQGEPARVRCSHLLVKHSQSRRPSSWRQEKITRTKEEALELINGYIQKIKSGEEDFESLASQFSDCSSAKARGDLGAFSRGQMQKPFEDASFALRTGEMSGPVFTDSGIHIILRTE
# TRHR enhancer: allosterically enhances the human TRH receptor; TRHR cells, fluo-8 calcium fluorescence, EC20 TRH enhancement; AID 493056; P34981; enhancement, % at 2 µM; 360,000 compounds, 0.66% hits; in the data active = enhancement above about 30%; note: 0% is about no effect
#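 Enhancer read-out: after compound pinning and an initial kinetic agonist-mode read, an EC20 of TRH (10 nM final) was injected and fluo-8 calcium signal (Ex 480/Em 530) followed at 1 s/cycle for 100 cycles in TRHR-expressing cells.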
# mIDH1 inhibitor: blocks human mutant IDH1 R132H enzyme | IDH1-R132H enzyme, NADPH consumption, diaphorase/resazurin fluorescence | 390,000 compounds, 0.093% hits | O75874 | Potency, µM (top dose mostly 76.6 µM), inactives show at the top dose activity change, negative = inhibition, actives largely listed as inhibitors; note: potency is the fitted concentration of half-maximal effect; % is set by controls: 0 for no effect and ±100 for the full control effect; nearly all actives have a fitted effect of over 65% in size
# Target sequence (O75874 whole entry R132H, stated change not applied): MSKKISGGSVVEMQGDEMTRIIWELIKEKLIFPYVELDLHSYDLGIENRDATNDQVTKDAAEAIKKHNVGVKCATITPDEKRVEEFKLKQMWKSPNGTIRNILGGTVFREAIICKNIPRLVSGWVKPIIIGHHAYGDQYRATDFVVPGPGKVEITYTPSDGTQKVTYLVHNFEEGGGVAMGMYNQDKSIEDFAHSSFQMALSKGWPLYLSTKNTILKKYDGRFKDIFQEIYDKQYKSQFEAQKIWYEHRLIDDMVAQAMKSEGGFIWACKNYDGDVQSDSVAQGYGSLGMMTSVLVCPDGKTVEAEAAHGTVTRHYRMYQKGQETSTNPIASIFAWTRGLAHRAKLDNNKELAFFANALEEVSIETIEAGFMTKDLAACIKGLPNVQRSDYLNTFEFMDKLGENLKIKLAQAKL
#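 IDH1-R132H (0.5 ug/mL) preincubated 30 min with compound, then NADPH (0.016 mM) and alpha-KG (2 mM) added; 80 min at RT, pH 7.5. Remaining NADPH coupled via diaphorase/resazurin to fluorescence (540/590 nm); concentration-response curves normalized to no-enzyme control.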
# TRHR ag: TRH receptor (human) agonism; P34981; TRHR cells, calcium flux fluo-8, FDSS agonist mode; activation, % at 2 µM; 360,000 compounds, 0.18% hits; AID 493084; in the data active = activation above about 30%; note: 0% is about no effect
#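 Read-out: compound-evoked intracellular calcium rise in TRHR cells, fluo-8 dye, kinetic FDSS fluorescence at 1 s/cycle following a 10-cycle baseline. Cells cultured overnight before dye loading (30 min–1.5 h, RT).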
# D2 antag: D2 dopamine receptor (human) antagonism | P14416 | HEK293 TREx D2 cells, calcium flux, dopamine EC80 | inhibition, % at 10 µM | 340,000 compounds, 2% hits | AID 485344; in the data active = inhibition above about 30%; note: 0% is about no effect
# Target sequence (P14416 whole entry, looked up): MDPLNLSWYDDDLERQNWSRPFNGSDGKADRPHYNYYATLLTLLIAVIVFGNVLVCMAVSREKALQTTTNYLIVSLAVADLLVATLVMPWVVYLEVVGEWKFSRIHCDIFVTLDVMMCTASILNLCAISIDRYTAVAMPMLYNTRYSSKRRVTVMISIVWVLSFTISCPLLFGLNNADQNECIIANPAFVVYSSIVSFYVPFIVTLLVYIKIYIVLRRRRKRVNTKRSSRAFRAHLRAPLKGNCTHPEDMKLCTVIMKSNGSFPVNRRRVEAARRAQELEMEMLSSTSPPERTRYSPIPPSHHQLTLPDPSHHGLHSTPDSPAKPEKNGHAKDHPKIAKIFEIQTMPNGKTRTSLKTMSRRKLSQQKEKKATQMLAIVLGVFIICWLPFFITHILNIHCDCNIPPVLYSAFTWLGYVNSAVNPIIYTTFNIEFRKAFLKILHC
#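 Cells plated overnight at 30 C with tetracycline; no-wash calcium dye, 30–90 min RT; 10 s baseline; compound pinned; 180 s read; EC80 dopamine added; another 180 s read.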
# USP1 inh: USP1/UAF1 (human) deubiquitinase inhibition; recombinant USP1/UAF1, Ub-Rhodamine cleavage fluorescence; Potency, µM (series often up to 57.1 µM), without a hit: at the top dose activity change, negative = inhibition, most hits filed as inhibitors; 390,000 compounds, 0.23% hits; AID 743255; note: potency is the fitted concentration of half-maximal effect; % is set by controls: 0 for no effect and ±100 for the full control effect; nearly all actives have a fitted effect of over 60% in size; inactives centre near -12
#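 In this screen, compounds sit with the deubiquitinase complex (1nM) for 15 min at room temperature before Ub-Rho is added at 150nM final. Fluorescence rise is then followed for 6 reads every 60 seconds.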
# TrxR1 substrate: substrates of rat thioredoxin reductase 1; O89049; purified TrxR1 substrate turnover, NADPH consumption readout; Potency, µM (doses to about 114 µM), for inactives: at the highest dose activity change, negative = substrate turnover; 390,000 compounds, 0.01% hits; AID 588456; note: potency is the fitted concentration of half-maximal effect; % is set by controls: 0 for no effect and ±100 for the full control effect; nearly all actives have a fitted effect of over 50% in size
#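 Rat TrxR1, dispensed at 90 nM, was prereduced with 400 uM NADPH (final) for 5 min at ~22 deg C, then incubated with compound 15 min before 400 uM selenite. A first-read NADPH fluorescence drop versus no-compound background flagged substrates.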
# D2 ag: agonists of human D2 dopamine receptor. P14416. HEK293 T-REx D2 cells, calcium flux agonist mode. activation, % at 2 µM. 340,000 compounds, 0.53% hits. AID 485358;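 active = activation over 3 SD above normal in the single-dose calcium agonist read, cut at about 30% in these data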; note: 0% is about no effect
#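 Calcium-flux readout, 1 cycle/sec over 180 s following compound pin transfer, in inducible HEK293 Trex D2 cells (force-coupled); dopamine controls included. Positive calcium responses during this window marked compounds as potential agonists.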
# rTrxR1 inhibitor: inhibitors of rat thioredoxin reductase 1. recombinant rTrxR1, NADPH fluorescence consumption, selenite substrate. Potency, µM (doses to about 114 µM), without a hit: at the top dose activity change, negative = inhibition, actives largely listed as inhibitors. O89049. 390,000 compounds, 1% hits; note: potency is the fitted concentration of half-maximal effect; % is set by controls: 0 for no effect and ±100 for the full control effect; nearly all actives have a fitted effect of over 65% in size
#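 Rat TrxR1 (90 nM in the dispensed reagent) was pre-reduced with 400 uM NADPH for 5 min at room temperature, then incubated with compound for 15 min. After 400 uM selenite was added, NADPH fluorescence (Ex 340/Em 450 nm) was followed for 8 min.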
# * = called active by the depositor; ? = inconclusive; · = not tested or not shown; [ ] = remark or other dose. Unless noted, calls come from the whole dose curve; as a rule, active = well fitted inhibition curve with a large enough effect; inconclusive = small, poorly fitted or top-dose-only effect; inactive = no such curve, though single readings can be large or run the other way. Some of the compounds tested. The share of hits here may be higher or lower than overall.
item	Compound	Pin1 inh	TRHR enhancer	mIDH1 inhibitor	TRHR ag	D2 antag	USP1 inh	TrxR1 substrate	D2 ag	rTrxR1 inhibitor
1	Oc1ccccc1/C=N/n1c2ccccc2c2ccccc21	-4.7%	10.0	1.7%	-0.6	1.1	-23.3%	6.6%	-0.7	5.4%
2	Cc1ccc(NC(=S)NC(=O)C2CCCC2)cc1C	-7.8%	0.4	-5.1%	0.3	5.6	-14.6%	-18.4%	0.8	?
3	COc1cc(NC(=NS(=O)(=O)c2ccccc2)c2ccccc2)ncn1	3.1%	·	0.5%	·	·	-8.1%	-4.3%	·	8.2%
4	COc1cc(/C=N/NC(=S)Nc2cccc(Cl)c2C)ccc1OCC(=O)N1CC(C)OC(C)C1 (centres undefined)	12.8%	-3.3	1.1%	-0.3	9.2	-10.7%	-7.3%	0.2	-12.6%
5	NC(=O)C1CCN(C(=O)c2ccccc2CCc2ccccc2)CC1	-13.6%	2.5	-4.9%	0.6	16.2	2.3%	-3.6%	0.9	10.4%
6	O=C(c1ccc(C(F)(F)F)cc1)c1c[nH]c(C(=O)NCCCn2ccnc2)c1	0.4%	-15.2	-0.4%	0.1	-21.7	-5.2%	0.1%[57.1 µM]	-0.2	-4.6%[57.1 µM]
7	Cc1ccc(NC(=O)N2CCCC2C(=O)Nc2ccc3c(c2)OCO3)cc1 (centres undefined)	3.6%	-5.5	-5.1%	-0.8	-2.4	-18.9%	3.6%[57.1 µM]	0.2	6.4%[57.1 µM]
8	Cc1ccc(S(=O)(=O)CCSc2cccc(C(=O)O)c2)cc1	-4.0%	3.2	3.7%	0.1	-13.5	-2.4%	2.1%	0.6	36.7%[activator]
9	CC(C)(C)NC(=O)c1ccccc1NC(=O)c1ccc2c(c1)OCO2	-4.5%	1.6	12.9%	0.8	13.1	-20.4%	1.2%	-0.7	17.9%
10	CCCn1nc(C(=O)Nc2cccc(C(=O)OC)c2)c2ccccc2c1=O	?	-3.5	3.8%	1.5	8.7	-23.1%	-1.7%[57.1 µM]	0.8	16.8%[57.1 µM]
11	COc1cc(C(=O)NCc2ccco2)c(Br)c(OC)c1OC	-2.3%	2.3	-0.8%	0.4	-1.1	-8.1%	10.1%	-0.6	9.1%
12	CC[N+](C)(CC)CCC/C(=N/O)C(O)(c1ccccc1)c1ccccc1	-2.1%	-1.5	6.9%	0.1	16.3	-15.5%	-4.7%[57.1 µM]	1.2	11.3%[57.1 µM]
13	COc1cc(C(=O)OCC(=O)c2cc(C)n(CC3CCCO3)c2C)cc(OC)c1C (centres undefined)	2.3%	-3.1	4.5%	-0.2	3.9	-14.7%	-1.3%	0.1	-5.0%
14	COc1cc2c(=O)n(CC3CCCO3)c(=O)n(CC(=O)Nc3cccc(Cl)c3)c2cc1OC (centres undefined)	-4.7%	-10.3	-3.2%	-1.3	-3.9	-11.4%	18.9%	0.0	17.6%[57.1 µM]
15	Cc1ccc(S(=O)(=O)N(C)CC(=O)Nc2ccccc2N2CCCC2)cc1	-2.0%	-2.7	1.0%	-0.7	-9.7	-14.5%	3.9%	-1.0	12.2%
16	Cc1ccc(N(CC(=O)Nc2c(C)n(C)n(-c3ccccc3)c2=O)S(C)(=O)=O)c(C)c1	-6.5%	-5.8	-2.8%	0.1	10.4	-11.3%	-0.8%	0.2	-5.3%
17	Cc1ccnc(SCCn2c(N3CCN(Cc4ccccc4)CC3)nc3c2c(=O)[nH]c(=O)n3C)n1	5.4%	-2.2	-5.4%	-0.9	-1.7	-26.0%	6.7%[57.1 µM]	-0.5	10.3%[57.1 µM]
18	C=CCON1C(=O)C(=O)N(OCC=C)[C@H]2CCCC[C@H]21	1.5%	1.1	8.3%	-0.5	1.5	-14.3%	7.3%	0.7	18.9%
19	COc1ccccc1NC(=O)c1sc2cccc(Cl)c2c1Cl	14.6%	-5.6	-14.6%	-0.1	·	-5.5%	10.0%	0.8	19.9%
20	CC(=O)Nc1ccc(-c2csc(NC(=O)C3=COCCO3)n2)cc1	8.7%	1.5	1.0%	0.1	-1.2	-14.7%	-5.5%	-0.5	-10.5%
21	Cc1cc(C)c2c(n1)SCC(=O)N2CC(=O)Nc1cccc(Cl)c1	-2.0%	-1.9	4.0%	0.0	0.4	-11.6%	4.1%[57.1 µM]	-0.1	16.5%[57.1 µM]
22	CC(NS(=O)(=O)c1ccccc1)C(=O)Nc1nccs1 (centres undefined)	14.2%	-2.3	4.0%	-0.1	3.0	-8.2%	-12.1%	0.3	-1.8%
23	O[C@H]1COC2C1OC[C@@H]2O (some centres undefined)	-5.7%	4.1	-8.2%	0.3	28.9	-15.0%	-0.3%	0.7	14.6%
24	CCOC(=O)C(CCCCP(=O)(c1ccccc1)c1ccccc1)(NC(C)=O)C(=O)OCC	0.6%	5.3	6.5%	-0.6	2.4	-1.3%	4.5%[57.1 µM]	0.2	2.7%[57.1 µM]
25	Oc1c(CN2CCOCC2)ccc(CN2CCOCC2)c1O	·	·	11.9%	·	·	?	5.9%[57.1 µM]	·	-71.5%[57.1 µM]
26	O=C(COC(=O)c1ccc(NS(=O)(=O)c2ccc3c(c2)OCCO3)cc1)NC1CC1	-3.5%	-0.5	13.4%	0.1	-11.0	-1.3%	2.5%[57.1 µM]	-0.1	5.0%[57.1 µM]
27	CC1CCC2(CC1)NC(=O)N(CC(=O)NC1CCCCC1C)C2=O (centres undefined)	-17.4%	·	1.6%	·	·	-0.2%	-11.7%	·	-13.9%
28	Cc1ccc(-n2ncc(C(=O)NCCc3ccccc3)c2C2CCN(C(=O)OC(C)(C)C)CC2)c(C)c1	2.0%	-19.5	-9.3%	0.3	·	-35.4%	-5.4%	-0.8	25.7%
29	Nc1cc(N)nc(SCC(=O)Nc2ccc3c(c2)OCO3)n1	3.0%	16.6	-6.6%	-1.2	10.9	-11.0%	-2.7%[57.1 µM]	-1.1	-4.2%[57.1 µM]
30	COc1ccccc1N1CCN(C(=O)c2noc(C)c2[N+](=O)[O-])CC1	-0.8%	-3.3	-5.9%	0.0	14.5	-7.2%	-7.9%	0.3	-29.0%
31	COc1cc(C(=O)N/N=C/c2cc([N+](=O)[O-])cs2)cc(OC)c1OC	5.6%	-4.6	5.7%	-0.7	26.6	-4.8%	-5.4%[57.1 µM]	0.5	-5.6%[57.1 µM]
32	O=C(c1cc([N+](=O)[O-])cc([N+](=O)[O-])c1)N1CCOCC1	-0.1%	7.5	-2.2%	1.4	·	-22.9%	3.3%	·	11.3%
33	NC(=O)CSc1nnc(Cc2csc(Nc3ccccc3)n2)n1Cc1ccccc1	1.2%	-3.7	1.9%	-0.1	1.7	3.1%	6.4%	0.6	16.9%
34	CCOc1ccccc1C1NC(=O)CCC1[N+](=O)[O-] (centres undefined)	-4.2%	-4.4	1.4%	1.0	-5.3	-16.1%	4.5%	-0.4	3.0%[57.1 µM]
35	S=C(Nc1ccc(Oc2ccccc2)cc1)NC1CCCCC1	-3.2%	12.6	-5.4%	1.6	4.3	2.0%	-8.0%[57.1 µM]	0.9	-19.7%[57.1 µM]
36	CCn1nc(NC(=O)C(C)C)c2cc3ccc(C)cc3nc21	-6.1%	6.7	3.1%	-2.5	10.9	-21.1%	19.6%	-1.9	-25.1%
37	CC(C)=NNC(=O)CN1C(=O)NC2NC(=O)NC21 (centres undefined)	2.0%	9.4	12.8%	1.3	7.3	-4.8%	5.9%[57.1 µM]	-0.2	11.3%[57.1 µM]
38	O=C(C1CC(=O)N(c2ccc(F)cc2)C1)N1CCCCC1 (centres undefined)	-3.6%	-1.6	0.0%	0.0	-0.9	-19.1%	-2.5%	-3.0	14.4%
39	CC(C)c1ccccc1NC(=O)CNCCOc1ccccc1F	-5.5%	-4.0	5.3%	-0.6	46.1*	-11.9%	-0.1%	30.8*	18.8%
40	CN(Cc1ccccc1)S(=O)(=O)c1ccc2[nH]c(=O)ccc2c1	11.0%	6.7	10.8%	-0.1	·	-12.1%	6.7%[57.1 µM]	·	10.2%[57.1 µM]

# Arranged by molecular weight (lowest first): some entries from above.
item	Compound	Pin1 inh	TRHR enhancer	mIDH1 inhibitor	TRHR ag	D2 antag	USP1 inh	TrxR1 substrate	D2 ag	rTrxR1 inhibitor
37	CC(C)=NNC(=O)CN1C(=O)NC2NC(=O)NC21 (centres undefined)	2.0%	9.4	12.8%	1.3	7.3	-4.8%	5.9%[57.1 µM]	-0.2	11.3%[57.1 µM]
32	O=C(c1cc([N+](=O)[O-])cc([N+](=O)[O-])c1)N1CCOCC1	-0.1%	7.5	-2.2%	1.4	·	-22.9%	3.3%	·	11.3%
38	O=C(C1CC(=O)N(c2ccc(F)cc2)C1)N1CCCCC1 (centres undefined)	-3.6%	-1.6	0.0%	0.0	-0.9	-19.1%	-2.5%	-3.0	14.4%
35	S=C(Nc1ccc(Oc2ccccc2)cc1)NC1CCCCC1	-3.2%	12.6	-5.4%	1.6	4.3	2.0%	-8.0%[57.1 µM]	0.9	-19.7%[57.1 µM]
31	COc1cc(C(=O)N/N=C/c2cc([N+](=O)[O-])cs2)cc(OC)c1OC	5.6%	-4.6	5.7%	-0.7	26.6	-4.8%	-5.4%[57.1 µM]	0.5	-5.6%[57.1 µM]
26	O=C(COC(=O)c1ccc(NS(=O)(=O)c2ccc3c(c2)OCCO3)cc1)NC1CC1	-3.5%	-0.5	13.4%	0.1	-11.0	-1.3%	2.5%[57.1 µM]	-0.1	5.0%[57.1 µM]
28	Cc1ccc(-n2ncc(C(=O)NCCc3ccccc3)c2C2CCN(C(=O)OC(C)(C)C)CC2)c(C)c1	2.0%	-19.5	-9.3%	0.3	·	-35.4%	-5.4%	-0.8	25.7%
